Screens (PubChem BioAssay)
M. tuberculosis GlmU: inhibition of mycobacterial GlmU enzyme – biochemical, glucosamine-1-phosphate acetyltransferase (AID 1376). M. tuberculosis GlmU acetyltransferase enzyme assay; higher % means a stronger effect. inhibition, %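 (tested at 30 µM in the primary screen)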; hits with a dose series show IC50 in µM. 0.25% of 220,000 active; in the data active = inhibition above about 13%; inconclusive = no clear call, values can overlap the other calls;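 also: 0% = complete reaction with vehicle and 100% = reaction without substrate; strong numbers were not always called active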
Mtb RmlCD inh: inhibitors of Mycobacterium tuberculosis RmlC and RmlD coupled enzymes; RmlC+RmlD coupled enzyme assay, percent inhibition; primary screen in compound mixtures; inhibition, % at 3.6 µM; 0.03% of 160,000 active; in the data active = inhibition mostly above about 34%, no sharp cut-off; inconclusive = no clear call, values can overlap the other calls; inactive = mostly below about 22%; also: some results filed as inactive read as strong as hits
Target sequence (P9WH09 whole entry, looked up): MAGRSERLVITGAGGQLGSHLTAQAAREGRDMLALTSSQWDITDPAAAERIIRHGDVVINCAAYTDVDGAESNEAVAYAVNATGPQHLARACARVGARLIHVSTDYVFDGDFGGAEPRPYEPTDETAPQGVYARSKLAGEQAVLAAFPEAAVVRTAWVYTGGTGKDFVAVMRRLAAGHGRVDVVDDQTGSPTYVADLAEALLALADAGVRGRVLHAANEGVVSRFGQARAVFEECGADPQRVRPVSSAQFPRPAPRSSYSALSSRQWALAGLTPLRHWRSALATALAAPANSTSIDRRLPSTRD
Target sequence (P9WH11 whole entry, looked up): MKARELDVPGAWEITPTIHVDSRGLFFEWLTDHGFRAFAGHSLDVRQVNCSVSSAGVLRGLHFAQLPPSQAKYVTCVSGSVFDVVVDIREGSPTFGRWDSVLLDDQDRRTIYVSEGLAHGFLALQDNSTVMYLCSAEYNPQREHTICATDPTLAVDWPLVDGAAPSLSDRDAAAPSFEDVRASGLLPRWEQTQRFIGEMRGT
Starred values were filed as active, the others as inactive; ? = inconclusive; · = not tested or not shown.

Results follow in this order: M. tuberculosis GlmU | Mtb RmlCD inh
Cc1ccc(OCCCn2ccnc2)c([N+](=O)[O-])c1
→ -6.7% | 5.2
Cc1cccc(NC(=O)c2sc(NC(=O)c3ccco3)c(C#N)c2C)c1C
→ 2.6% | -8.7
Cc1ccc(N2CCN(CC(=O)Nc3c(C(=O)C4CC4)oc4ccccc34)CC2)cc1
→ -1.9% | 7.1
CCCN(c1ccc(C)cc1)c1nc(=O)c2cccnc2s1
→ 0.9% | 2.5
COC(=O)c1csc(S(=O)(=O)N2CCCCC2)c1OC
→ 1.1% | -7.7
COc1ccc(CCNC(=O)COC(=O)C2CC2)cc1
→ -6.8% | 17.8
COc1ccc(/C(N)=N/OC(=O)COc2ccccc2Cl)cc1
→ 3.0% | -46.4
Cc1onc(-c2ccccc2Cl)c1C(=O)Nc1nc2c(s1)CCCC2
→ -4.2% | -11.5
O=S(=O)(Nc1cccc(-c2ccc3nncn3n2)c1)c1cccs1
→ -3.2% | -10.5
Cc1cccc(C)c1NC(=O)COC(=O)c1ccc([N+](=O)[O-])o1
→ -1.9% | -6.3
CNC(C)Cc1ccccc1Sc1ccc(O)cc1 (stereo not drawn)
→ -0.9% | ·
Cc1c(C(=O)Nc2ccc(F)cc2)cn2c(nc3ccccc32)c1C#N
→ -0.2% | -5.8
N#Cc1c2c(c[nH]c1=O)CCN2Cc1ccccc1
→ -4.7% | ·
O=C1CCCN1CCC1CCN(C2CC(=O)N(Cc3ccc(N4CCCC4=O)cc3)C2=O)CC1 (stereo not drawn)
→ 0.9% | ·
Cc1cc(SC(C)C(=O)NCC(=O)Nc2ccc(F)c(F)c2F)nc2ccccc12 (stereo not drawn)
→ -5.4% | 8.9
CCOC(=O)C(=Cc1ccccc1OC)C(=O)OCC
→ 1.4% | 9.9
CCOC(=O)C1CCCN(c2ccc([N+](=O)[O-])c3nonc23)C1 (stereo not drawn)
→ -1.1% | 5.4
COc1ccc(-n2nc([N+](=O)[O-])c(=NC3CCN(Cc4ccccc4)CC3)n2O)cc1
→ 2.5% | 2.2
Cc1ccc2nc(N/N=C\c3ccc([N+](=O)[O-])o3)nc(-c3ccccc3)c2c1
→ · | 5.6
O=C(NCCO)/C(=C/c1ccc(Br)cc1)NC(=O)c1cccs1
→ 2.4% | -12.4

(cont.)
Results follow in this order: M. tuberculosis GlmU | Mtb RmlCD inh
CN(C)/C=C(\C=N\OCc1ccc(Cl)cc1Cl)C(=O)Nc1ccc(Cl)c(Cl)c1
→ -0.4% | -7.2
O=C(Cn1cccc1C(=O)c1ccccc1)NCCN1CCCCCC1
→ 1.4% | ·
CCn1c(SCc2ccccc2)nnc1-c1ccc(S(=O)(=O)N2CCCCC2)cc1
→ 1.0% | -8.3
O=C(NCCc1ccc(Cl)cc1)c1n[nH]c2ccccc12
→ -1.4% | -7.8
Cc1nc2ccccn2c1C(=O)NN=C1CCCC1
→ 6.0% | -1.6
Cc1nc(=O)c(-c2ccccc2)c(C)n1-c1ccc(O)c(C(=O)O)c1
→ -0.4% | ·
COc1ccc(S(=O)(=O)N2CCCCC2)cc1NC(=O)c1ccc2ccccc2n1
→ 3.7% | ·
COC(=O)c1sc2nc3c(cc2c1N)C(=O)CC(C)(C)C3
→ -2.1% | 46.6
O=C(/C=C/c1ccc2c(c1)OCO2)Nc1nc(-c2ccc(F)cc2F)cs1
→ 3.0% | 2.8
COc1ccc(NC(=O)c2c(C)noc2-c2snnc2C)cc1
→ -0.9% | ·
O=C(O)CC(C(=O)NCc1ccccc1)C1CCCO1 (stereo not drawn)
→ · | -5.3
Cc1nc(-c2ccccc2)sc1C(=O)/C=C/c1ccc(Cl)cc1
→ 0.6% | 5.8
COc1ccc(NS(=O)(=O)c2ccc(O)c(NC(=O)c3ccc(S(=O)(=O)N4CCCC4)cc3)c2)cc1
→ 3.1% | 0.4
Cc1cc(C)c(NC(=O)CCCN2CCN(C)CC2)c(C)c1
→ -0.4% | 8.1
CN1CCN(c2nc(Cl)ncc2F)CC1
→ 1.3% | -13.5
COC(=O)Cc1cc(OC)c(OC)cc1Cc1cc(OC)c(OC)cc1CC(=O)OC
→ -2.2% | ·
CSc1nc2c(c(=O)[nH]1)C(c1ccccc1)C1=C(CC(C)(C)CC1=O)N2 (stereo not drawn)
→ -1.9% | -10.9
O=C(NNC1=NCCC1)c1cccc(Br)c1
→ -3.9% | -21.3
Brc1ccc(C=Nc2ccc(Nc3ccccc3)cc2)s1
→ 0.2% | ·
OCCNc1ncnc2c1ncn2Cc1ccccc1
→ 2.5% | ·

One compound at a time (already shown). Order of screens: M. tuberculosis GlmU, Mtb RmlCD inh
O=C(NNC1=NCCC1)c1cccc(Br)c1 as listed: -3.9%, -21.3
COC(=O)Cc1cc(OC)c(OC)cc1Cc1cc(OC)c(OC)cc1CC(=O)OC as listed: -2.2%, ·
COc1ccc(S(=O)(=O)N2CCCCC2)cc1NC(=O)c1ccc2ccccc2n1 as listed: 3.7%, ·
Cc1nc2ccccn2c1C(=O)NN=C1CCCC1 as listed: 6.0%, -1.6
O=C(NCCc1ccc(Cl)cc1)c1n[nH]c2ccccc12 as listed: -1.4%, -7.8

5 compounds already listed, sorted by molar mass, rising.
Results follow in this order: M. tuberculosis GlmU | Mtb RmlCD inh
O=C(O)CC(C(=O)NCc1ccccc1)C1CCCO1 (stereo not drawn)
→ · | -5.3
O=C(NNC1=NCCC1)c1cccc(Br)c1
→ -3.9% | -21.3
O=C(NCCc1ccc(Cl)cc1)c1n[nH]c2ccccc12
→ -1.4% | -7.8
Cc1nc(-c2ccccc2)sc1C(=O)/C=C/c1ccc(Cl)cc1
→ 0.6% | 5.8
O=C(/C=C/c1ccc2c(c1)OCO2)Nc1nc(-c2ccc(F)cc2F)cs1
→ 3.0% | 2.8

(next part)
Results follow in this order: M. tuberculosis GlmU | Mtb RmlCD inh
Cc1ccc(C(=O)NC(=S)Nc2ccccc2C(F)(F)F)c(C)c1
→ -2.9% | 8.4
COc1ccc(CNS(=O)(=O)c2ccc(F)c(C(=O)Nc3ccc(OC)cc3)c2)cc1
→ 2.7% | -7.1
CCOC(=O)c1sc(S(C)(=O)=O)c2c1CC(C)(C)C/C2=N/O
→ 3.3% | 19.3
CCCCCc1ccc(CC(=O)Nn2c(C)nc3ccccc3c2=O)cc1
→ -2.0% | 5.9
CN=C(Nc1ccc(Cl)cc1)c1cccc(C(F)(F)F)c1
→ 0.2% | -6.0
COc1nc(-c2cnccn2)sc1C
→ -5.8% | 0.4
CCCCC(=O)OCC(=O)Nc1ccc(OC(F)F)cc1
→ 2.0% | 7.9
CCn1cc(C(=O)N2CCN(c3ccc(C(C)=O)cc3)CC2)c2cc(OC)c(OC)cc2c1=O
→ 0.5% | -11.2
CC(O)Cn1cnc2c1c(=O)n(C)c(=O)n2C (stereo not drawn)
→ 1.4% | ·
O=[N+]([O-])c1cnc2ccccc2c1
→ 4.2% | ·
Cc1[nH]c2ccccc2c1/C=N/Nc1ccc([N+](=O)[O-])cc1
→ -9.5% | 7.5
CCNc1nc(Oc2ccc(C(=O)OCC)cc2)nc(N2CCOCC2)n1
→ 0.8% | 6.5
Nn1c(SCc2ccccc2)nnc1-c1ccccn1
→ 2.1% | -6.3
COc1ccc(-n2nnnc2SCC(=O)Nc2cccc(NC(C)=O)c2)cc1OC
→ -8.4% | ·
COc1ccc(/C=C/C(=O)NCC2COc3ccccc3O2)cc1OC (stereo not drawn)
→ 2.5% | 8.9
CC(=O)N1C=CN(C(C)=O)C(c2cn(C)c3ccccc23)C1c1cn(C)c2ccccc12 (stereo not drawn)
→ 0.9% | -11.6
c1ccc(CN2CCN(Cc3cn4cccnc4n3)CC2)cc1
→ -5.2% | -10.2
COc1ccc(C(C)NC(=O)c2ccccc2Br)cc1OC (stereo not drawn)
→ 2.6% | ·
Cc1csc(SCC(=O)NCc2cccc(Cl)c2)n1
→ -7.0% | 9.5
CCN(CC)CCCN1C(=O)C(=O)/C(=C(/O)c2cc(C)ccc2C)C1c1cccnc1 (stereo not drawn)
→ 5.1% | ·

Next part:
mol | M. tuberculosis GlmU | Mtb RmlCD inh
Cc1cccc(-c2noc(-c3ccccc3C(=O)NCC3CCCO3)n2)c1 (stereo not drawn) | 5.9% | 5.1
O=C1C=C(O)c2c(O)cccc2C1=O | -4.4% | ·
O=C(COC(=O)CCS(=O)(=O)c1ccc(Cl)cc1)Nc1ncc(Cl)cc1Cl | 2.7% | -4.7
CCOC(=O)C1CCN(CC(=O)Nc2c(C(=O)OC)[nH]c3cccc(Cl)c23)CC1 | -1.9% | -4.3
Cc1c(N=C2SCC(=O)N2c2c(C)n(C)n(-c3ccccc3)c2=O)c(=O)n(-c2ccccc2)n1C | -7.3% | -6.7
O=C(COC(=O)c1ccccc1Cl)NCCC1=CCCCC1 | -3.7% | -7.8
CCN(Cc1cc2ccccc2[nH]c1=O)C(=O)C(C)C | 2.3% | 8.7
CCOC(=O)c1cc(C(O)(C(F)(F)F)C(F)(F)F)c(/N=C/N(C)C)o1 | 1.5% | ·
O=C(O)C1CC(=O)N(Cc2ccc(F)cc2)C1 (stereo not drawn) | -0.5% | ?
Cc1cccc(C)c1NC(=O)CSc1nnc(NC(=O)c2ccccc2C(=O)O)s1 | 1.8% | -9.4
CCn1c(SCC(=O)OC2CCCCC2)nnc1-c1ccncc1 | 5.5% | 3.1
Cc1c(C#N)c(NC(=O)CCl)n(Cc2ccccc2)c1C | 2.6% | 8.6
O=C1NC(c2ccncc2)Nc2ccccc21 (stereo not drawn) | -0.4% | 8.9
CC(Cc1cccs1)NC(=S)Nc1ccccc1 (stereo not drawn) | -5.1% | -6.0
COc1ccc(/C(C)=N/NC(=S)Nc2cc(C)ccc2C)cc1 | 1.7% | -1.3
CCCN(CCC)C(=O)C[n+]1cccc(/C=N/O)c1 | 1.5% | ·
COc1cccc(C(=O)NN2C(=O)C3C4C=CC(O4)C3C2=O)c1 (stereo not drawn) | -4.4% | 7.2
O=C(NCc1ccc2[nH]c3c(c2c1)CCCC3)c1ccc(S(=O)(=O)N2CCCCC2)cc1 | 0.0% | ·
CCOC(=O)c1cn(Cc2ccccc2)c(C(=O)OC(C)(C)C)c1O | -1.2% | ·
CCN1CCSc2ccc(C(=O)Nc3ccc(NC(C)=O)cc3)cc21 | 7.8% | -12.4
COc1cc(C2N(c3ccccn3)C(=O)C3CCCN32)cc(OC)c1OC (stereo not drawn) | 2.4% | -6.6
COc1ccc(CNC(=O)C2CCCN2C)cc1OC (stereo not drawn) | 5.3% | ·
COCC(=O)O[C@]1(CCN(C)CCCc2nc3ccccc3[nH]2)CCc2cc(F)ccc2[C@@H]1C(C)C | -5.1% | ·
CCOC(=O)CSc1nnc(NC(=O)c2cccc([N+](=O)[O-])c2C)s1 | -0.3% | 3.2
Cc1ccc(CNC(=O)CCCCCNc2nc(=S)[nH]c3ccccc23)cc1 | -3.0% | -18.5
COc1ccc2oc(=O)c(-c3csc(Nc4cccc(O)c4)n3)cc2c1 | 3.5% | -6.4
CC(=O)c1cn(CC(=O)Nc2ccccc2C)c2ccccc12 | 2.6% | 20.1
NCCCCNCCCN | 1.9% | ·
COc1ccc([N+](=O)[O-])cc1C1NN=C(c2ccccc2O)S1 (stereo not drawn) | 2.4% | 1.8
Cc1ccc(S(=O)(=O)NCCN=C(CN2CCCC2)NS(=O)(=O)c2ccc(C)cc2)cc1 | -4.3% | -4.1

Going on with the list.
mol | M. tuberculosis GlmU | Mtb RmlCD inh
O=C(Cc1c(O)c2ccccc2[nH]c1=O)NC1CCCCCCC1 | 4.3% | ?
O=C1c2cccnc2C(Nc2ccccc2)N1Cc1ccco1 (stereo not drawn) | -2.8% | -5.3
O=C(CN(C1CCCCC1)S(=O)(=O)c1ccc(F)cc1)NC1CC1 | 6.7% | ·
CC1(C)CC(CC(=O)O)C(=O)O1 (stereo not drawn) | 0.0% | -5.3
CCc1ccccc1Nc1nc2ccccc2n1C | 2.1% | 2.1
Cc1sc2nc(C3CC3)nc(NCCNS(C)(=O)=O)c2c1C | 5.9% | ·
COc1cccc(CNC(=S)Nc2cc(C)cc(C)c2)c1 | -2.3% | -11.8
O=C(Nc1ccc(OC(F)F)c(Cl)c1)c1ccccn1 | -2.2% | 7.0
O=C(CSc1nnc(-c2ccccc2)o1)c1nnc(-c2ccccc2)o1 | 7.6% | -2.9
COC(=O)C1=C(c2ccccc2)C[C@@H]2CC[C@H]1N2C(=O)NCc1ccc(F)cc1 | -6.8% | ·
COc1cccc2cc(-c3ccnc(=S)[nH]3)oc12 | -5.3% | -5.4
COc1ccc(/C(N)=N/OC(=O)CSc2ccccc2)cc1 | -0.7% | ·
O=C(COc1ccc(Cl)cc1)OCC(=O)N1CCCc2ccccc21 | 0.3% | -8.8
C=CCSc1nc(N)cc(=O)[nH]1 | -5.4% | 10.2
O=C(O)CCNC(=O)c1cncc(Br)c1 | -3.7% | 4.8
CCOC(=O)c1cnn(CCOC(=O)C2CC2)c1NC(=O)C1CC1 | -0.5% | ·
O=C(N/N=C/c1ccncc1)c1cc([N+](=O)[O-])cc([N+](=O)[O-])c1 | -2.2% | ·
N#Cc1cc([N+](=O)[O-])c(-n2nnc3ccccc32)c([N+](=O)[O-])c1 | 0.4% | 2.4
COc1cc(/C(C)=N/NC(=O)CSc2nnc(C)s2)ccc1O | 1.8% | -10.5
CCN1CCN(C(=O)c2ccc(N3CC4CC(C3)c3cccc(=O)n3C4)c([N+](=O)[O-])c2)CC1 (stereo not drawn) | 2.3% | 3.4
COc1cc(CC(NC(C)=O)C(=O)NC2CCN(c3c4c(nc5ncnn35)CCC4)CC2)cc(OC)c1 (stereo not drawn) | 9.1% | -12.4
O=C(/C=C/c1ccc(F)cc1)NC(=S)N1CCOCC1 | 3.9% | -10.7
Cc1cc(O)c(NC(=O)c2ccco2)cc1C | 3.3% | ·
COc1cc(=O)n(C)c2cc(N(C)C)ccc12 | -7.5% | 13.6
CC1CCCC(C)N1C(=C(Cl)Cl)C(=C1SCCS1)[N+](=O)[O-] (stereo not drawn) | -4.1% | -7.4
COc1ccc(-c2nnnn2-c2ccc(F)cc2F)cc1 | 1.0% | 3.6

These rows are one share of the data; count on the stated rates, not on these rows.
